MITF act: activators of MITF-driven TRPM1 promoter activity in SK-MEL-5 cells; SK-MEL-5 TRPM1-promoter luciferase, 24 h; % of positive control, neutral wells = 0; activation, % at 12.5 µM; 0.75% of 300,000 active; AID 588334;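 active = mean activation of at least 80% with every replicate also reaching 80%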;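 also: 0% = neutral control wells and 100% = parthenolide positive control wells; values of inactives mirror those of a sister screen read the other way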
phage Ecoli inh: E. coli growth loss with phage present; AID 651602; 0.26% of 360,000 active; growth absorbance; inhibition, % at 11.9 µM; in the data active = inhibition above about 11%
CAL PDZ FP-1: inhibitors of human CAL PDZ peptide binding | AID 602252 | inhibition, % at 24.9 µM | 0.92% of 300,000 active | purified CAL PDZ, TMR-peptide fluorescence polarization, 1 h | Q9HD26;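 active = mean inhibition of at least 30% with at least half of replicates also reaching 30%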;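 also: 0% = DMSO neutral control and 100% = excess unlabeled competitor peptide PRC23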
CAL PDZ FP-2: inhibitors of human CAL PDZ peptide binding. Q9HD26. purified CAL PDZ, TMR-peptide fluorescence polarization, 1 h. inhibition, % at 20 µM. 0.02% of 330,000 active. AID 504414;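 active = highest replicate inhibition of at least 40%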;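 also: plate controls were DMSO neutral control wells for no effect and unlabeled competitor peptide control wells for full effect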
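System: purified tagged CAL PDZ domain construct (CerCALP). Schedule: 1 h incubation at room temperature before polarization reading. Medium: 25 mM sodium phosphate pH 7.4, 150 mM NaCl, TCEP, IgG, Thesit. Read-out: percent inhibition from loss of millipolarization. Measured by: FP readout, S and P plane fluorescence. Probe or stimulus: fluorescent TMR peptide probe.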
SR-BI DiI inh: inhibitors of mouse SR-BI mediated HDL lipid uptake. Q61009. ldlA[mSR-BI] CHO cells, DiI-HDL uptake fluorescence, 3 h. inhibition, % at 12.5 µM. 0.96% of 320,000 active. AID 488896;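 active = mean replicate inhibition of at least 70% and a set share of replicates each scoring 70 or more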;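 also: 0% = median of neutral control wells and 100% = median of positive control wells; values of inactives mirror those of a sister screen read the other way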
Target sequence (Q61009 whole entry, looked up): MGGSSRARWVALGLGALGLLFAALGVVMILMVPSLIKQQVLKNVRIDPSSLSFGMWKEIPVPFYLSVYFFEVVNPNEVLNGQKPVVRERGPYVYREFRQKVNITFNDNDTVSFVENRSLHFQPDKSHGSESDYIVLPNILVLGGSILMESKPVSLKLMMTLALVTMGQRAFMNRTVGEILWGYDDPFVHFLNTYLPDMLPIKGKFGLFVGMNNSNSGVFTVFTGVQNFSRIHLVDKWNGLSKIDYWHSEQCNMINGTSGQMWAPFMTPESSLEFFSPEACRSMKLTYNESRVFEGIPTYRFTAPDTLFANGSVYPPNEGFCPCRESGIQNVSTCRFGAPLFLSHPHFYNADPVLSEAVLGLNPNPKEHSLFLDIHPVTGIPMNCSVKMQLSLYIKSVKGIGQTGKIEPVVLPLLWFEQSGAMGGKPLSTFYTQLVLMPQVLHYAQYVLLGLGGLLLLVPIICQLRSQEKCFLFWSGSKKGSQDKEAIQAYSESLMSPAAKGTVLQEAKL
AddAB inh: less growth of phage-infected E. coli with AddAB; AID 435030; inhibition, % at 11.9 µM; E. coli expressing H. pylori AddAB, absorbance growth; 0.29% of 330,000 active; in the data active = inhibition above about 12%;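 also: 0% = vehicle wells of infected cells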
SR-BI DiI-HDL act: SR-BI HDL lipid transfer activation; CHO ldlA[mSR-BI] cells, DiI-HDL uptake fluorescence, 3 h; 100 = double the neutral-control signal; activation, % at 12.5 µM; 0.096% of 320,000 active;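 active = mean replicate activation of at least 60% and every replicate at or above 60%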;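 also: 0% = median plate neutral-control signal and 100% = twice that signal; values of inactives mirror those of a sister screen read the other way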
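Material: SR-BI-overexpressing, LDLR-lacking CHO cells | Dosing: Single compound concentration, delivered by pin transfer | Probe or stimulus: Labelled HDL, 10 µg/mL | Signal: Bottom-read cell fluorescence after medium removal, ex 550/em 595 nm | Schedule: 3 h, 37 °C | Evaluation: HDL uptake via cellular fluorescence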
Tat transport: blocks Tat-dependent protein export in E. coli; E. coli MC4100 TorA-mCherry Tat export, fluorescence; inhibition, % at 10 µM; 0.036% of 340,000 active; AID 488895;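 active = mean replicate inhibition at least 50% and at least half of replicates individually reaching 50%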;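 also: exported cargo escapes ClpAP degradation while cytoplasmic cargo is degraded and loses fluorescence; 0% = median of neutral control wells and 100% = median of NaSCN control wells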
E coli growth: counter-screen for AddAB inhibitors: E. coli growth inhibition. E. coli V3065 growth, OD600 absorbance, 18 h. inhibition, % at 11.9 µM. 0.27% of 330,000 active. AID 449728;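 active = inhibition above the campaign's mean inhibition across all tested compounds plus 3 SD, cut at about 9.9% in these data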;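 also: uninfected addAB+ strain grown without phage in ampicillin broth; 0% = DMSO wells and 100% = ciprofloxacin 0.95 µg/ml wells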
Wnt act: Wnt/beta-catenin pathway activation; Wnt/beta-catenin reporter cell assay, activator, plate reader; activation, % at 9.35 µM; 1.2% of 300,000 active; in the data active = activation above about 30%, passing the limit was not always enough;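 also: 0% = neutral control wells and 100% = positive control wells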
* marks the source's active call; other numbers are inactive results; x = no result given. The order is random. About 3.6% of those tested had a hit in this group.

SMILES	MITF act	phage Ecoli inh	CAL PDZ FP-1	CAL PDZ FP-2	SR-BI DiI inh	AddAB inh	SR-BI DiI-HDL act	Tat transport	E coli growth	Wnt act
Cc1ccc(CNS(=O)(=O)c2c(C)[nH]c(C)c2C(=O)N2CCCCC2)o1	10	2.7	1	-2.3	-1	2.2	1	6	-0.8	-1
CC(=O)NC12CC3CC(C1)CC(C(=O)Oc1ccc(N(C)S(=O)(=O)c4cc(C)ccc4C)cc1)(C3)C2	-1	0.8	0	-1.5	40	2.2	-40	4	1.9	-1
Cc1ccc(C)c(NC(=O)CCc2ccc(C)o2)c1	x	-1.0	-6	0.4	-9	-0.8	9	-5	-0.7	0
CC(C)CCN(C(=S)NC(=O)C1CCCCC1)c1c(N)n(Cc2ccccc2)c(=O)[nH]c1=O	-2	2.3	6	-3.3	9	-0.2	-9	1	-0.3	-1
Cc1ccc(NC(=O)CN2C(=O)NC3(CCCc4ccccc43)C2=O)c([N+](=O)[O-])c1 (centres undefined)	-5	1.3	-1	13	2	2.3	-2	18	3.1	-2
C[C@@H]1CC[C@@]2(O[C@@H](CCO)C[C@@H](O)[C@@H]2O)O1	3	1.7	-1	0.6	-9	0.3	9	-12	-1.7	-1
c1coc(CNc2ncnc3ccccc23)c1	-16	2.9	-2	-1.4	-9	-0.1	9	2	0.5	x
O=C1C=CC(=O)c2c(O)c(N3CCN(CCO)CC3)c(Cl)c(O)c21	-99	4.2	1	3.2	35	x	-35	-20	x	-6
CN1CCN(c2nc3nonc3nc2N2CCN(C)CC2)CC1	-1	2.8	0	-0.9	-16	0.2	16	1	1.4	x
C/C=C/c1ccc(OCCCn2cncn2)c(OC)c1	6	-3.0	-1	0.3	1	1.2	-1	-4	0.6	x
O=C(Nc1ccc(Cl)c(S(=O)(=O)N2CCCCC2)c1)c1cnccn1	-7	-1.1	0	-1.0	-6	1.0	6	-2	0.3	0
CC(C)(C)c1ccc(C(=O)NCCC(=O)NCc2ccco2)cc1	3	1.8	5	-2.5	-4	0.8	4	-3	0.2	x
CC(O)CNc1nc(NCc2ccccc2)c2cnn(C)c2n1 (centres undefined)	-2	3.5	-9	-1.3	-4	2.5	4	-7	-0.2	1
Cc1ccc(O)c(C(=O)/C=C/c2ccc3c(c2)OCCO3)c1	46	4.4	-3	-2.4	31	0.2	-31	-5	-0.2	21
CC(C)n1nc(C(=O)Nc2nc3ccccc3[nH]2)c2ccccc2c1=O	1	-2.0	-8	-5.5	18	-0.6	-18	0	-2.5	2
Nc1nnnn1/N=C/C=C/c1ccccc1	23	2.9	1	-2.4	-8	2.0	8	-10	0.8	x
CC(=O)NC1CC2CCCC(C1)N2C(=O)Nc1ccccc1 (centres undefined)	2	-2.5	1	-1.8	6	-0.8	-6	-2	-1.2	-4
CN=C1CC(SC)=C1c1ccc(C)cc1	-2	3.2	-5	-2.6	22	3.4	-22	1	1.2	x
CCCn1cnc2cc(NCc3ccc(Br)cc3)ccc21	46	1.5	-1	x	15	-2.3	-15	-10	-5.4	2
CC(=NNc1nc2ccccc2o1)c1cc2ccccc2cn1	-58	12*	-7	-1.6	33	x	-33	7	x	-19

Arranged by count of non-hydrogen atoms (smallest number first): part of the list above
SMILES	MITF act	phage Ecoli inh	CAL PDZ FP-1	CAL PDZ FP-2	SR-BI DiI inh	AddAB inh	SR-BI DiI-HDL act	Tat transport	E coli growth	Wnt act
Nc1nnnn1/N=C/C=C/c1ccccc1	23	2.9	1	-2.4	-8	2.0	8	-10	0.8	x
CCCn1cnc2cc(NCc3ccc(Br)cc3)ccc21	46	1.5	-1	x	15	-2.3	-15	-10	-5.4	2
CC(O)CNc1nc(NCc2ccccc2)c2cnn(C)c2n1 (centres undefined)	-2	3.5	-9	-1.3	-4	2.5	4	-7	-0.2	1
O=C(Nc1ccc(Cl)c(S(=O)(=O)N2CCCCC2)c1)c1cnccn1	-7	-1.1	0	-1.0	-6	1.0	6	-2	0.3	0

The results go on:
SMILES	MITF act	phage Ecoli inh	CAL PDZ FP-1	CAL PDZ FP-2	SR-BI DiI inh	AddAB inh	SR-BI DiI-HDL act	Tat transport	E coli growth	Wnt act
CCOC(=O)c1cc(S(=O)(=O)NC2CCCCC2)cn1C	-2	3.3	0	-2.1	-11	2.9	11	10	1.0	-1
CCCCc1cc(=O)oc2cc(OCC(=O)NC(Cc3c[nH]c4ccc(O)cc34)C(=O)O)ccc12 (centres undefined)	x	1.1	6	-1.2	0	3.2	0	-4	-1.2	-1
O=C(CSc1nnc2ccc(-c3ccco3)nn12)Nc1ccccc1F	-10	0.4	1	-2.5	-11	x	11	4	x	0
CCn1c(-c2ccccn2)nc2cc(S(=O)(=O)N(C)C)ccc21	33	1.3	-2	0.3	-16	2.0	16	-14	-0.8	5
Cc1ccc(C(O)c2nc3ccccc3n2C(C)C)cc1 (centres undefined)	-8	1.0	-1	-0.9	-2	-0.2	2	7	-2.8	x
CC(C)[C@H](NC(=O)NC1CCCc2ccccc21)C(=O)O (some centres undefined)	-3	1.8	0	-0.4	-2	2.1	2	-13	-0.2	x
CCC(C)n1c(SCC(=O)Nc2ccc3[nH]c(=O)[nH]c3c2)nc2ccccc2c1=O (centres undefined)	6	3.6	-1	-4.9	20	1.2	-20	-6	2.4	-4
CCOc1ccc(N(CC(=O)NC2CCCCC2)C(=O)CCC(=O)Nc2cc(C)ccn2)cc1	-13	0.9	-7	-3.1	1	1.3	-1	-8	-1.8	-2
CCOC(=O)c1cn2ccc(C)cc2n1	33	3.4	-6	0.8	-10	6.1	10	-3	2.5	6
O=C(COC(=O)c1cnccn1)Nc1ccc(Cl)cc1C(F)(F)F	-12	1.3	-4	0.1	5	0.4	-5	3	1.6	2
CCOc1ccc(N(CC(=O)NCc2ccc(F)cc2)S(=O)(=O)c2c(C)noc2C)cc1	0	3.9	-4	0.2	-15	1.1	15	8	-2.1	-3
Cc1ccc(C(OCC(O)CN2CCCCC2CO)c2ccccc2)cc1 (centres undefined)	9	2.0	-4	0.0	8	2.5	-8	3	-0.8	1
CCOc1ccc(NC(=O)C2CCCN(S(=O)(=O)c3ccc(-n4cnnn4)cc3)C2)cc1 (centres undefined)	-6	-0.1	-3	-1.2	x	-1.4	x	-1	-0.8	-3
CCN(Cc1ccccc1)S(=O)(=O)c1c(C)n(C)c(=O)n(C)c1=O	2	1.8	-1	-2.6	-33	4.2	33	-7	0.2	0
COC(=O)CN1C(=O)[C@@H]2[C@H](C1=O)[C@@H]1CC(C(=O)OC)=C[C@@H](C(=O)OC)[C@@H]3C1=C(C(=O)[C@@]3(C)NC(=O)c1ccccc1)[C@@H]2C	0	1.4	2	1.4	-14	0.1	14	4	-0.7	-1
Cc1c(Cl)cccc1NC(=O)Nc1ccccc1C(N)=O	-10	6.9	1	-0.2	-8	3.7	8	-8	-0.2	-6
O=C(NNC(=O)c1ccco1)c1csc(N2CCOCC2)n1	2	1.9	2	0.0	2	-1.7	-2	8	0.4	1
O=C(c1cc2nc(-c3ccc(F)cc3)cc(C(F)(F)F)n2n1)N1CCCCC1c1cccnc1 (centres undefined)	-39	5.2	-5	-5.2	82*	-1.9	-82	9	-1.5	-2
O=C(NCc1ccco1)c1cnc2n(c1=O)CCS2	12	-0.7	-7	x	-14	0.9	14	-4	1.0	x
Nc1cc(N)nc(SCC(=O)Nc2ccc(Br)cc2Cl)n1	46	1.3	-3	x	-29	4.3	29	-8	-1.4	4
Cc1cccc(C)c1OCC(=O)Nc1cc(Cl)ccc1-n1cncn1	-14	-4.7	-5	-2.1	60	1.0	-60	2	-1.2	-1
Clc1ccccc1-c1cc(COc2ccc3ccccc3c2)no1	29	1.6	1	-0.1	-6	1.9	x	-1	4.2	x
Cc1nc2ncnn2c(C)c1CCC(=O)Nc1ccc(S(=O)(=O)N2CCCCCC2)cc1	x	4.5	-26	-3.8	x	4.2	x	-1	-1.6	0
O=S1(=O)CCOC[C@H](CC2CCCCC2)N1Cc1ccc(F)cc1	-4	-1.0	0	-0.1	-34	4.2	34	-36	0.6	-3

Reformatted: results already given
> Clc1ccccc1-c1cc(COc2ccc3ccccc3c2)no1
  MITF act: 29; phage Ecoli inh: 1.6; CAL PDZ FP-1: 1; CAL PDZ FP-2: -0.1; SR-BI DiI inh: -6; AddAB inh: 1.9; SR-BI DiI-HDL act: x; Tat transport: -1; E coli growth: 4.2; Wnt act: x
> Cc1nc2ncnn2c(C)c1CCC(=O)Nc1ccc(S(=O)(=O)N2CCCCCC2)cc1
  MITF act: x; phage Ecoli inh: 4.5; CAL PDZ FP-1: -26; CAL PDZ FP-2: -3.8; SR-BI DiI inh: x; AddAB inh: 4.2; SR-BI DiI-HDL act: x; Tat transport: -1; E coli growth: -1.6; Wnt act: 0
> Cc1cccc(C)c1OCC(=O)Nc1cc(Cl)ccc1-n1cncn1
  MITF act: -14; phage Ecoli inh: -4.7; CAL PDZ FP-1: -5; CAL PDZ FP-2: -2.1; SR-BI DiI inh: 60; AddAB inh: 1.0; SR-BI DiI-HDL act: -60; Tat transport: 2; E coli growth: -1.2; Wnt act: -1
> O=S1(=O)CCOC[C@H](CC2CCCCC2)N1Cc1ccc(F)cc1
  MITF act: -4; phage Ecoli inh: -1.0; CAL PDZ FP-1: 0; CAL PDZ FP-2: -0.1; SR-BI DiI inh: -34; AddAB inh: 4.2; SR-BI DiI-HDL act: 34; Tat transport: -36; E coli growth: 0.6; Wnt act: -3
